Screening data as filed in PubChem BioAssay.
DT40 TDP1 no CPT: qHTS for Inhibitors of human tyrosyl-DNA phosphodiesterase 1 (TDP1): qHTS in cells in absence of CPT; DT40 Tdp1-/- hTDP1 cells, no CPT, ATP luminescence, 48 h; Potency, µM (titrated, usually from 46.2 µM), for inactives: at the highest dose activity change, negative = growth inhibition, usual class: inhibitors; actives 15% (n = 420,000); also: nearly all actives have a fitted effect of over 55% in size
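Readout: luminescence from CellTiter-Glo after 30 min in the dark at RT. Cells: DT40 Tdp1-/- with stable hTDP1, 400/well. Exposure: compounds alone, ≥48 hr, 37 °C.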
TDP1 cell CPT: growth inhibition of DT40 Tdp1-/-;hTDP1 cells with camptothecin (screen for TDP1 inhibitors); Potency, µM (series often up to 46.2 µM), for inactives: at the highest dose activity change, negative = growth inhibition, hits mostly inhibitors; actives 12% (n = 420,000); chicken DT40 Tdp1-/-;hTDP1 cells + 20 nM CPT, ATP luminescence, 48 h; also: nearly all actives have a fitted effect of over 55% in size
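Chicken DT40 Tdp1-/- cells complemented with human TDP1, 400 cells/well, exposed to compounds plus 20 nM camptothecin for at least 48 h at 37 C; viability read as ATP content by CellTiter-Glo luminescence.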
TDP1 block: blocks human tyrosyl-DNA phosphodiesterase 1; actives 0.28% (n = 350,000); recombinant TDP1, AlphaScreen DNA substrate cleavage; Q9NUW8; Potency, µM (highest dose often 130 µM), for the others: at the highest dose activity change, negative = inhibition, usual class: inhibitors; AID 485290; also: nearly all actives have a fitted effect of over 40% in size
Target sequence (Q9NUW8 whole entry, looked up): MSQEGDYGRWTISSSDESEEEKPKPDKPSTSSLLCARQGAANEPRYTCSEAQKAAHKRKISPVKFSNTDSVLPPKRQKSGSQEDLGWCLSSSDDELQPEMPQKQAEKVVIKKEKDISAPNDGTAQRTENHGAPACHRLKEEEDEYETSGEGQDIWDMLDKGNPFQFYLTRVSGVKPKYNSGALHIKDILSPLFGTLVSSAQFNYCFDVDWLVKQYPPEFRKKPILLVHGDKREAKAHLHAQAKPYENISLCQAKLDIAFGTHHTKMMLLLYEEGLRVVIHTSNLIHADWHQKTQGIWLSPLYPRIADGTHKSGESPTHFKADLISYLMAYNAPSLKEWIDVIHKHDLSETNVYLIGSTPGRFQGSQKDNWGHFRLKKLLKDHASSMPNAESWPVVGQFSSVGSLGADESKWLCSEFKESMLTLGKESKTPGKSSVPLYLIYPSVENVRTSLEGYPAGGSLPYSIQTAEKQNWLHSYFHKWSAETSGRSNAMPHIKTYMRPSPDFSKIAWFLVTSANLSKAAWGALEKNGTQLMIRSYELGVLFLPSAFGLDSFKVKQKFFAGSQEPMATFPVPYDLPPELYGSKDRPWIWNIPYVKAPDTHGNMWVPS
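Here, a 5' biotin and 3' phosphotyrosine-FITC DNA oligonucleotide reports Tdp1 activity: intact substrate bridges AlphaScreen beads, while cleavage leaves a 3' phosphate and drops signal. All incubations at room temperature.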
Numbers without * were called inactive; ? = inconclusive; nt = no result given. Calls follow the shape of the dose curve; as a rule, active = well fitted curve in the direction sought with a large enough effect; inconclusive = small, poorly fitted or top-dose-only effect, or another doubt; inactive = no such curve, though single readings can be large; an effect the other way counts as inactive or inconclusive. % is scaled to controls: 0 for no effect and ±100 for the full control effect; potency is read from the fitted curve at half-maximal effect. Rows were taken by chance (roughly 18% active in at least one column).

entry	Structure	DT40 TDP1 no CPT	TDP1 cell CPT	TDP1 block
1	CCCCCCCCOC(=O)C(NC(=O)CCC(=O)Nc1ccc(S(N)(=O)=O)cc1)C(O)c1ccccc1 (stereo not given)	?	-28%	1%
2	Cc1cc(=O)oc(C)c1C(=O)NC12CC3CC(CC(C3)C1)C2	-34%	-4%	-4%
3	COc1ccc(C(=O)NC(=S)N2CCN(c3ccc([N+](=O)[O-])cc3)CC2)cc1	?	?	nt
4	O=C(Cn1cnc2c(nnn2-c2ccccc2)c1=O)N1CCOCC1	9%	2%	2%
5	COc1cc(/C=C/C(=O)OCC(=O)NC(C)c2ccccc2)cc(OC)c1OC (stereo not given)	-22%	11%	0%
6	O=C(Cc1ccccc1)CC(CC(=O)c1ccccc1)c1ccccc1 (stereo not given)	23µM*	16µM*	nt
7	Cc1ccc(CNC(=O)CCc2c(C)nc3c(c(C)nn3-c3ccc(C)cc3)c2C)cc1	12%	-12%	nt
8	O=C(NC(=S)N(CCO)Cc1ccccc1)c1ccc(S(=O)(=O)N2CCCC2)cc1	?	?	5%
9	CS(=O)(=O)CCSc1ncccc1C(=O)NCc1cccs1	-2%	-3%	0%
10	COc1cccc(N2CCN(C3C(=O)c4ccccc4N3C(C)=O)CC2)c1 (stereo not given)	?	?	5%
11	COc1ccc(CNc2cc(-c3ccccc3C)ncn2)c(OC)c1	?	?	nt
12	CCCCCn1c(=O)[nH]c2cc(C(=O)N3CCN(c4cccc(Cl)c4)CC3)ccc2c1=O	?	10µM*	6%
13	CSCCC(NC(=O)C1CCC(C)CC1)C(=O)O (stereo not given)	-6%	-2%	6%
14	Cc1ccc(S(=O)(=O)N2CC(C(=O)O)Oc3ccccc32)cc1 (stereo not given)	5%	13%	nt
15	C[C@@H]1CCCCO[C@H](CN(C)C(=O)NC2CCCCC2)[C@@H](C)CN([C@H](C)CO)C(=O)c2cc(NC(=O)c3ccccc3)ccc2O1	21µM*	?	nt
16	CC1CCN(c2ccccc2N)CC1	-5%	-24%	6%
17	Cc1cc2c(NCCc3ccccc3)ncnc2s1	1µM*	1.6µM*	6%
18	Cc1ccc(C(=O)N2CC3(C)CN(C(=O)c4ccc(C)cc4)CC(C)(C2)C3=O)cc1	5%	-1%	4%
19	COc1ccc(/C(O)=C2/C(=O)C(=O)N(Cc3cccnc3)C2c2ccccn2)cc1 (stereo not given)	-17%	-6%	-3%
20	COC(=O)C1CSC(C(=O)OC)N1C(=O)CN1CCN(c2ccccc2)CC1 (stereo not given)	-8%	-2%	2%
21	CCCCNC(=O)COC(=O)c1ccc(C)c(NC(=O)c2ccco2)c1	-15%	14%	11%
22	COCc1[nH][nH]c(=O)c1C=Nc1ccc(C(F)(F)F)cc1	10%	-7%	-2%
23	Cc1c(Cl)cccc1-n1c(SCC(=O)N2CCC(C(=O)O)CC2)nnc1-c1ccncc1	-16%	-6%	2%
24	CC(Sc1nnc(CN2CCCC2)n1Cc1ccccc1)C(=O)Nc1ccccc1 (stereo not given)	-5%	-10%	1%
25	CCN(CC)S(=O)(=O)c1cccc(-c2nnc(SCC(=O)c3cc(C)n(C)c3C)o2)c1	21µM*	21µM*	9%
26	CCOc1ccc(N(CC(=O)NCc2cccc(OC)c2)S(=O)(=O)c2c(C)noc2C)cc1	?	1%	5%
27	Cn1c(-n2c(-c3ccco3)nc3ccccc3c2=O)nc2ccccc21	5.8µM*	3.7µM*	4%
28	COCCCn1c(SCc2cc(=O)[nH]c3ccccc23)nnc1-c1ccco1	2%	-16%	2%
29	C=CCn1c(O)c(N=NC(=S)Nc2cccc(C)c2)c2ccccc21	1.8µM*	2.1µM*	-3%
30	O=[N+]([O-])c1cccc(S(=O)(=O)N2CN(c3ccc(Br)cc3)c3nc4ccccc4nc32)c1	-5%	-4%	3%
31	CCOC(=O)/C(=N\Nc1ccccc1Cl)N1CCN(Cc2ccccc2)CC1	?	?	2%
32	CCOC(=O)[C@]12CCC=C1N(Cc1ccc3c(c1)OCO3)C(=O)[C@H](CC(=O)NCc1cccc3ccccc13)C2	?	?	nt
33	COc1ccc(-c2c[n+](CC(=O)c3ccccc3)c3n2CCCCC3)cc1	4.1µM*	7.3µM*	0%
34	CN(Cc1ccccc1)C(=O)COC(=O)C12CC3CC(CC(Br)(C3)C1)C2	?	26µM*	-5%
35	O=C(c1cccc(-c2ccc(O)cc2)c1)N1CCOCC1	9%	1%	3%
36	Cc1ccc(-c2nn(-c3ccccc3)cc2/C=N/NC(=O)CSc2nnc(C)n2-c2ccccc2)cc1	?	?	7%
37	CCCOc1ccc(C(=O)CCNC(Cc2c[nH]c3ccccc23)C(=O)O)cc1 (stereo not given)	7.3µM*	4.6µM*	nt
38	COc1ccc(C(NC(=O)/C=C/c2ccco2)c2ccc(OC)cc2)cc1	?	?	-11%
39	CN1C(C(=O)NCc2ccco2)=CC(c2ccc(F)cc2)=NS1(=O)=O	6%	5%	5%
40	O=C(O)CC/C(=N\NC(=O)CNC(=O)c1ccc(F)cc1)c1ccccc1	5%	2%	6%
41	O=C(c1ccc2nc(N3CCOCC3)sc2c1)N1CCCC1	-10%	-4%	2%
42	CCOc1ccc(S(=O)(=O)N2CCN=C2Cc2ccccc2)cc1C	-25%	?	-4%
43	O=C(NCc1ccc(F)cc1)C(Cc1ccccc1)NS(=O)(=O)c1cccs1 (stereo not given)	0%	-1%	1%
44	COC(=O)CSc1nnc(-c2ccccc2O)n1-c1ccc(C)cc1	-12%	-11%	-3%
45	CC(C)Nc1nc(NCCO)nc2ccccc12	?	0%	nt

Gathered by group: the compounds so far with a nitro group on carbon (2)
entry	Structure	DT40 TDP1 no CPT	TDP1 cell CPT	TDP1 block
3	COc1ccc(C(=O)NC(=S)N2CCN(c3ccc([N+](=O)[O-])cc3)CC2)cc1	?	?	nt
30	O=[N+]([O-])c1cccc(S(=O)(=O)N2CN(c3ccc(Br)cc3)c3nc4ccccc4nc32)c1	-5%	-4%	3%

New compounds follow.
entry	Structure	DT40 TDP1 no CPT	TDP1 cell CPT	TDP1 block
46	O=C1CC(N2CCC(Cc3ccccc3)CC2)C(=O)N1CCc1ccccc1 (stereo not given)	?	-15%	2%
47	CC(=O)N(c1ccccc1)c1nnc(-c2cnc(C)cn2)s1	-27%	-11%	7%
48	C=CCn1c(SCC(=O)NC2CCS(=O)(=O)C2)nnc1-c1ccncc1 (stereo not given)	-6%	3%	2%
49	O=CNc1ccc(OC(=O)c2cncc(Br)c2)cc1	11%	-5%	10%
50	Cc1c(CCC(=O)O)c(=O)n2c([nH]c3ccccc32)c1C#N	0%	6%	6%
51	C[C@@H]1C(=O)O[C@H]2[C@H](O)[C@@]34[C@H]5C[C@@H](C(C)(C)C)[C@]36[C@@H](OC(=O)[C@@H]6O)O[C@@]4(C(=O)O5)[C@@]12O	1%	-3%	nt
52	COc1ccccc1Nc1ccc2nonc2c1[N+](=O)[O-]	10%	0%	6%
53	O=C(NNC1=NS(=O)(=O)c2ccccc21)C1CC(=O)N(c2ccccc2)C1 (stereo not given)	-8%	-7%	-3%
54	CC(Nc1ncnc2sccc12)c1ccccc1 (stereo not given)	0.92µM*	2.6µM*	8%
55	Cc1ccnc(NS(=O)(=O)c2ccccc2)n1	-8%	-14%	4%
56	COc1ccc(NC(C)=O)cc1S(=O)(=O)NC1CCSc2ccccc21 (stereo not given)	-11%	-2%	nt
57	CCOC(=O)c1csc(N/N=C2\CCCc3ccccc32)n1	16µM*	?	nt
58	Cc1ccc(OCC(=O)c2cc(C)n(Cc3cccs3)c2C)c([N+](=O)[O-])n1	5.8µM*	6.5µM*	5%
59	CCCC(=O)N1CCCC1(C)C(=O)Nc1ccc2nc(C)ccc2c1 (stereo not given)	7%	-15%	nt
60	COc1ccc(C(=O)CC(=O)C(=O)Nc2ccccc2C(F)(F)F)cc1	6.5µM*	10µM*	nt
61	O=C(Nc1sc2c(c1C(=O)Nc1ccccc1Cl)CCCC2)c1ccccc1F	-10%	-7%	nt
62	CN(C)S(=O)(=O)N1CCC(Oc2ccc(C(=O)NCc3cnn(C)c3)cc2)CC1	21µM*	-21%	4%
63	CCC(NC(=O)c1ccccc1Br)c1ccccc1 (stereo not given)	-5%	13%	nt
64	CCN(CC)CCCN=C1N[C@@H](c2cccc(F)c2)C(C(=O)OC)=C(C)N1Cc1ccccc1	?	?	1%
65	Cc1ccc(OCC(=O)N2N=C(c3ccncc3)CC2(O)C(F)(F)F)cc1C (stereo not given)	21µM*	?	nt
66	CCCSc1oc(-c2ccco2)nc1S(=O)(=O)c1ccc(Br)cc1	?	?	-12%
67	C#CCOCCOCCOCCNc1nc(N2CCN(C(=O)[C@H](CCC(=O)O)n3cc([C@@H](N)CCCCN)nn3)CC2)nc(N2CCN(C(=O)[C@H](CCC(=O)O)n3cc([C@@H](N)CCCCN)nn3)CC2)n1	-23%	-8%	0%
68	Nc1c(Cl)ncnc1NCCc1ccc(O)cc1	5.8µM*	13µM*	nt
69	O=C(c1nn2c(C(F)(F)F)cc(-c3cccs3)nc2c1Br)N1CCCc2ccccc21	8.2µM*	9.2µM*	1%
70	CCOc1ccc(CNC(=O)c2ccc(CSc3nc4ccncc4n3Cc3ccc(F)cc3)cc2)cc1	?	?	5%
71	O=C(Cc1ccc(-n2c(=O)c3ccccc3n(Cc3ccccc3F)c2=O)cc1)NCC1CCCO1 (stereo not given)	?	-29%	0%
72	CN(C)S(=O)(=O)c1ccc(Cl)c(NC(=O)COC(=O)CNC(=O)c2ccco2)c1	-10%	-12%	-3%
73	Cc1cc(C)c(/C=C/c2onc(C)c2S(=O)(=O)N2CCC(C(=O)N(C)Cc3ccccc3)CC2)c(C)c1	?	?	4%
74	S=C(N/N=C1\C2CN3CCN(C2)CC1(c1ccccc1)C3)Nc1ccccc1	?	?	8%
75	CC(=O)CCc1oc2ccc(C)cc2c1-c1ccc(C)o1	15µM*	12µM*	2%

Entries of single compounds from above. Values in the order: DT40 TDP1 no CPT, TDP1 cell CPT, TDP1 block
`S=C(N/N=C1\C2CN3CCN(C2)CC1(c1ccccc1)C3)Nc1ccccc1` as listed: ?, ?, 8%
`CCCSc1oc(-c2ccco2)nc1S(=O)(=O)c1ccc(Br)cc1` as listed: ?, ?, -12%
`CN(C)S(=O)(=O)c1ccc(Cl)c(NC(=O)COC(=O)CNC(=O)c2ccco2)c1` as listed: -10%, -12%, -3%
`CN(C)S(=O)(=O)N1CCC(Oc2ccc(C(=O)NCc3cnn(C)c3)cc2)CC1` as listed: 21µM*, -21%, 4%
`O=C(Cc1ccc(-n2c(=O)c3ccccc3n(Cc3ccccc3F)c2=O)cc1)NCC1CCCO1` (stereo not given) as listed: ?, -29%, 0%

New compounds follow
entry	Structure	DT40 TDP1 no CPT	TDP1 cell CPT	TDP1 block
76	CCOC(=O)c1ccc(NC(=O)CSc2nncn2-c2cccnc2)cc1	-21%	14%	0%
77	COc1cscc1C(N)=O	-10%	-4%	-3%
78	Cc1nc(C)n(C(=O)N(c2ccccc2)c2ccccc2)n1	-24%	-4%	-1%
79	O=C(Nc1ccc(N2CCN(C(=O)c3ccccc3)CC2)cc1)c1ccc([N+](=O)[O-])o1	1.8µM*	2.1µM*	-15%
80	COc1ccc(C2NC(=S)NC(O)(C(F)(F)F)C2C(=O)c2cccs2)cc1 (stereo not given)	-21%	-15%	5%
81	O=C(Nc1ccc(-c2ccc3nncn3n2)cc1)C1CCCC1	?	?	5%
82	Cc1c(NC(=O)c2cc(=O)c3cc(Cl)ccc3o2)c(=O)n(-c2ccccc2)n1C	0%	0%	0%
83	CC(C)(C)Nc1nc(Cl)nc(NCc2ccccc2)n1	?	18µM*	nt
84	Cc1ccc2nc(SCC(=O)NNC(=O)c3ccccc3)[nH]c2c1	-5%	-13%	-3%
85	CCOC(=O)CSc1nc2c(sc(=S)n2Cc2ccco2)c(=O)n1-c1ccccc1	?	-25%	3%
86	CCOc1ccc(NC(=O)c2ccc(Cl)c(NC(=O)c3ccco3)c2)cc1	-19%	9%	5%
87	O=C(COC(=O)c1cccc(Cl)c1Cl)NC1CCCC1	-2%	0%	nt
88	O=C(NCc1ccco1)C(=O)NCc1ccccc1Cl	-11%	-5%	0%
89	COC(=O)C[C@H]1C[C@H]2c3cc(NC(=O)Cc4ccncc4)ccc3O[C@H]2[C@@H](CO)O1	?	-14%	nt
90	Cc1cccc(C(=O)OCC(=O)Nc2ccc3c(c2)OCCO3)c1O	5%	-3%	1%
91	O=C(/C=C/Nc1cccc(C(F)(F)F)c1)c1ccco1	-14%	16%	1%
92	CCOC(=O)c1[nH]c2ccccc2c1NC(=S)Nc1cccc(C)c1C	?	?	7%
93	O=C(CSc1ccc(F)cc1)N1CCOCC1	-29%	3%	nt
